Compound activity as filed in PubChem.
Apoferritin bind: qHTS Assay for Identification of Novel General Anesthetics; Potency, µM (series often up to 77.5 µM), without a hit: at the top dose activity change, negative = displacement, actives largely listed as inhibitors; actives 0.074% (n = 350,000); apoferritin/1-aminoanthracene competitive binding, fluorescence; also: potency is read from the fitted curve at half-maximal effect; % is scaled to controls: 0 for no effect and ±100 for the full control effect; nearly all actives have a fitted effect of over 20% in size
Target sequence (P02791 2-175 limits assumed): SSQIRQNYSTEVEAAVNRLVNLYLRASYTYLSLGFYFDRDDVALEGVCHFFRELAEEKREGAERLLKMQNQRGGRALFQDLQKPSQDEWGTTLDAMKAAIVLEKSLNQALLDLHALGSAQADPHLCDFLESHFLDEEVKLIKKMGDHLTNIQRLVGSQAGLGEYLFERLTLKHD
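Steps: apoferritin (10 uM) was premixed with half-saturated 1-AMA in PBS, compounds were pin-transferred, plates stood 10 min at room temperature, fluorescence was read at 380/535 nm, and curves were fitted with a Hill equation.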
Pol kappa inh: qHTS for Inhibitors of Polymerase Kappa. purified Pol kappa, fluorescent DNA synthesis assay, 10 min. actives 0.53% (n = 400,000). AID 588579, 2011. Potency, µM (series often up to 107 µM), for the others: top-dose activity, negative = inhibition, most hits filed as inhibitors. DNA polymerase kappa (Homo sapiens), Q9UBT6; also: potency is read from the fitted curve at half-maximal effect; % is scaled to controls: 0 for no effect and ±100 for the full control effect
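Kinetic fluorescence screen: compound preincubated 15 min RT with 10 nM enzyme; 50 nM substrate (final) initiates; reads at 0/10 min.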
ALOX12 inh: Primary qHTS assay for inhibitors of human arachidonate 12S-lipoxygenase (ALOX12): Round 2; Polyunsaturated fatty acid lipoxygenase ALOX12 (Homo sapiens), P18054; purified 12hLO, xylenol orange hydroperoxide absorbance; Potency, µM (doses to about 108 µM), for inactives: at the highest dose activity change, negative = inhibition, most hits filed as inhibitors; actives 1.1% (n = 580,000); also: potency is read from the fitted curve at half-maximal effect; % is scaled to controls: 0 for no effect and ±100 for the full control effect
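Purified human 12hLO at 150 nM in 25 mM Hepes, 0.01% Triton X-100, pH 7.0, preincubated 15 min at room temperature with compound. Reaction started with 40 uM arachidonic acid, 30 min at room temperature. Hydroperoxide measured by Fe-xylenol orange, 573/405 nm absorbance ratio.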
APE1 inh: qHTS Assay for Inhibitors of the Human Apurinic/apyrimidinic Endonuclease 1 (APE1); DNA repair nuclease/redox regulator APEX1 (Homo sapiens), P27695; recombinant APE1, TAMRA/BHQ-2 abasic DNA cleavage fluorescence; Potency, µM (series often up to 65.8 µM), for inactives: at the top dose activity change, negative = inhibition, actives largely listed as inhibitors; actives 0.35% (n = 350,000); AID 2517, 2012;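 also: potency is read from the fitted curve at half-maximal effect; plate controls were vehicle for no effect and reference inhibitor for full effect; nearly all actives have a fitted effect of over 55% in size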
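Endonuclease cleavage of a quenched abasic-site DNA duplex (50 nM) by APE1 (0.75 nM) was tracked by TAMRA dequenching. Compounds were preincubated with enzyme 15 min at room temperature; data normalized to buffer-only and DMSO wells plus NSC13755 control.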
ERG Ets-DNA blk: qHTS for Small Molecule Inhibitors of the ERG Ets/DNA interaction; Transcriptional regulator ERG (Homo sapiens), P11308; fluorescence polarization, His-ERG Ets domain / labelled DNA; Potency, µM (top dose mostly 76.9 µM), for inactives: at the top dose FP activity, negative = inhibition, actives largely listed as inhibitors; actives 0.028% (n = 370,000); AID 624246, 2012; active = well fitted inhibition curve with a large enough effect in the polarisation, with a control signal flat; inconclusive = small, poorly fitted or top-dose-only effect, or effect the other way, or a change in a side signal; inactive = no such curve, though single readings can be large or run the other way; the % refers to the polarisation;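 also: polarization taken with two DNA probes labelled with fluorescein and Texas red; potency is read from the fitted curve at half-maximal effect; % of control where 0% means no effect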
Target sequence (P11308 whole entry, looked up, the tested form may be a part): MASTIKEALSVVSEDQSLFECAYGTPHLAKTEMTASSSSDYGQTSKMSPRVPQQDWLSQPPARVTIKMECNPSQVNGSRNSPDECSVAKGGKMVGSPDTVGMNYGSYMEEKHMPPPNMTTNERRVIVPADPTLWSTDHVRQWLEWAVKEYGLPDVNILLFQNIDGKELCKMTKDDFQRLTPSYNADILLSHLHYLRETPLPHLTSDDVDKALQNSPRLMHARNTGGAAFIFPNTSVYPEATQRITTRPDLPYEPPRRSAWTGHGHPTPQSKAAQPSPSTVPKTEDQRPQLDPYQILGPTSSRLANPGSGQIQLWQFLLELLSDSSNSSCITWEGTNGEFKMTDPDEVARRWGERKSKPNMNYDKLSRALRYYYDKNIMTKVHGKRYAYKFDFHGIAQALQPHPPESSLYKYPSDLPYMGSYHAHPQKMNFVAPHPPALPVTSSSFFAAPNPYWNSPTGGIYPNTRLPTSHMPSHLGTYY
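His-tagged ERG Ets domain (1 uM in the protein solution; 300mM KCl, 50mM Tris-HCl, 1mM EDTA, 1mM DTT, pH 7.5) received compound, then a probe mix of 5 nM fluorescein-DNA and 100nM Texas-615-DNA. Fluorescence polarization was read for both dyes.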
LDHA block: qHTS assay for inhibitors of human lactate dehydrogenase; actives 0.15% (n = 480,000); activity change, % (values are at about 110 or 230 µM); purified LDHA, NADH/diaphorase-resazurin fluorescence; stronger effect = lower value; L-lactate dehydrogenase A chain (Homo sapiens), P00338; in the data active = activity change below about -30%; inconclusive = mostly about -25% to -30%;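 also: plate controls were DMSO wells for no effect and wells without enzyme for full effect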
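Resorufin fluorescence (ex540/em590), read at 0 and 20 min after diaphorase/resazurin addition, reports the NADH left after a 5 min room-temperature reaction of 2 nM human LDH5 with 0.06 mM NADH and 0.2 mM pyruvate.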
POLH inh: qHTS for Inhibitors of Polymerase Eta; DNA polymerase eta (Homo sapiens), Q9Y253; recombinant Pol eta, fluorescent DNA replication assay; Potency, µM (doses to about 114 µM), for the others: top-dose activity change, negative = inhibition, most hits filed as inhibitors; actives 1.2% (n = 390,000); AID 588591, 2011; also: potency is read from the fitted curve at half-maximal effect; % is scaled to controls: 0 for no effect and ±100 for the full control effect
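Fluorescent replication assay: 50 nM final substrate added after a 15 min room-temperature compound preincubation with 10 nM enzyme. Signal taken at 0 min and again at 10 min.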
POLB inh: qHTS Assay for Inhibitors of DNA Polymerase Beta; Pol beta primer extension/strand displacement, fluorescence kinetic; AID 485314, 2010; P06746; actives 1.3% (n = 340,000); Potency, µM (titrated, usually from 114 µM), for inactives: top-dose activity change, negative = inhibition, usual class: inhibitors; also: potency is read from the fitted curve at half-maximal effect; % is scaled to controls: 0 for no effect and ±100 for the full control effect
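Homogeneous kinetic assay of primer extension and strand displacement by 10 nM Pol beta, preincubated 15 min at room temperature with compound before 50 nM substrate (final) was added. Read at 0 and 10 min; four-parameter Hill fit.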
RGS4 inh: Inhibitors of Regulator of G Protein Signaling (RGS) 4: qHTS. Regulator of G-protein signaling 4 (Homo sapiens), P49798. Transcreener GDP fluorescence polarization, RGS4-accelerated GTP hydrolysis. Potency, µM (top dose mostly 114 µM), for the others: at the highest dose activity change, negative = inhibition, most hits filed as inhibitors. actives 0.039% (n = 390,000); also: potency is read from the fitted curve at half-maximal effect; % is scaled to controls: 0 for no effect and ±100 for the full control effect; nearly all actives have a fitted effect of over 75% in size; some results filed as inactive show a strong effect at the top dose
Target sequence (P49798 whole entry, looked up): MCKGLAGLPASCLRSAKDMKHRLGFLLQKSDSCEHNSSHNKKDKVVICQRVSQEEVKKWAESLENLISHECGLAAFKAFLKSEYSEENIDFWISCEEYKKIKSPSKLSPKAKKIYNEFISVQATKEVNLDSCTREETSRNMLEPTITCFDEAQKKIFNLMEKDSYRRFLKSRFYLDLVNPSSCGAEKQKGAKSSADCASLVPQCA
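MLSMR compounds (23 nl, pin-transferred) preincubated 10 min at room temperature with a 500nM (2x) first reagent, then RGS4 at 900nM (2x) plus Transcreener GDP mix added; fluorescence polarization (620/688 nm) read before and after 90 min at 30 °C.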
Numbers without * were called inactive; ? = inconclusive; . = not tested or not shown; & = joins results of further samples; [ ] = dose if it differs, or a comment. Unless noted, calls follow the shape of the dose curve; as a rule, active = well fitted curve in the direction sought with a large enough effect; inconclusive = small, poorly fitted or top-dose-only effect, or another doubt; inactive = no such curve, though single readings can be large; an effect the other way counts as inactive or inconclusive.

SMILES	Apoferritin bind	Pol kappa inh	ALOX12 inh	APE1 inh	ERG Ets-DNA blk	LDHA block	POLH inh	POLB inh	RGS4 inh
O=C1NC(=Nc2cccc([N+](=O)[O-])c2)SC1(CO)CO	-6.6%	-5.0%	3.9%	-3.0%	8.2%	-6.7	-13.1%	43.3%	8.8%
CC(C)(C)OC(=O)N1CCN(Cc2ccc(F)c(B(O)O)c2)CC1	.	-20.3%	0.7%	.	8.8%	-4.8	-5.7%	.	37.4%
COc1cccc(-c2nc(CS(=O)(=O)CC(=O)NCCC(C)C)c(C)o2)c1	?	1.9%	15.5%	-7.5%	1.0%	-0.3	-13.7%	-29.3%	-0.3%
Cc1ccc(C(=O)N2c3ncnn3C3(CCCCC3)[C@@H]3CCCC[C@@H]32)cc1	3.1%	-7.1%	-26.0%	.	18.3%	-8.7	-11.1%	-10.4%	-0.8%
Cc1ccc(Cc2cnc(NC(=O)c3cccs3)s2)cc1	?	-4.8%	-0.9%	-5.5%	-11.0%	-0.7	-16.9%	?	-19.3%
COc1ccc(N2N=NN(C(C)C)C2=C(Cl)c2nnnn2-c2ccc(OC)cc2)cc1	.	-6.3%	?	.	-7.0%	3.4	-14.6%	.	-29.1%
COc1ccc(S(=O)(=O)N2CCc3ccccc32)cc1C(=O)O	-1.4%	13.7%	-2.2%	20.3%	-0.5%	1.1	-6.6%	2.5%	-10.1%
COc1cc(C)nc(N(C)C(C)=O)n1	-9.0%	-5.9%	-11.2%	-0.7%	9.1%	-5.1	4.5%	-0.4%	-21.2%
COCCn1c(SCc2ccc(OC)c(F)c2)nc2ccccc2c1=O	5.2%	-7.7%	5.9%	-10.8%	9.4%	-0.5	-16.6%	-2.2%	23.3%
CCC1(C)NC(=O)N(CC(=O)c2cc(C)n(C3CC3)c2C)C1=O (centres undefined)	.	-12.4%	1.2%	6.5%	-9.6%	-9.0	-13.1%	.	0.8%
Cc1ccc(S(=O)(=O)N2CCN(C(=O)CC3CCCC3)CC2)cc1	-5.7%	-7.6%	-5.1%	-2.3%	.	-1.2	-4.8%	17.8%	-9.3%
CCOC(=O)C1=C(c2ccccc2)N(C)C(=O)NC1c1ccc(OC(F)F)c(OC)c1 (centres undefined)	-22.8%	-14.4%	-8.9%	-4.1%	10.6%	-4.8	-6.8%	-1.5%	5.2%
CCc1ccc2nc(N(CCCN(C)C)C(=O)c3ccc(S(=O)(=O)N4CCCc5ccccc54)cc3)sc2c1	?	0.6%	?	18.8%	8.4%	0.6	-17.5%	0.0%	-22.4%
COCCNC(=O)C(c1ccccc1)N(CCOC)C(=O)Cn1nnc2ccccc21 (centres undefined)	-1.8%	-6.0%	0.0%	2.0%	-0.4%	-3.9	0.6%	1.8%	1.9%
C=CCc1c(C)nc2c(OC)cccc2c1Cl	?	-1.0%	-3.4%	-0.6%	10.0%	1.9	-20.0%	18.1%	-28.5%
CC1CCC/C(=C\Nc2ccc(O)cc2)C1=O (centres undefined)	?	-20.2%	?	-5.0%	-9.9%	22.1	-0.5%	6.6%	?
CCN(CC1COc2ccccc2O1)C(=O)CN1C(=O)NC(C)(c2ccccc2)C1=O (centres undefined)	.	1.2%	59.6%[activator]	27.7%	-10.5%	-3.9	-13.4%	.	-5.6%
CC(Oc1ccc(F)cc1)C(=O)Nc1cc(S(=O)(=O)N2CCCCC2)ccc1N1CCOCC1 (centres undefined)	.	-4.2%	?	11.7%	4.0%	-10.0	-2.4%	.	13.8%
Cc1ccc(-n2nnnc2C2CCN(S(=O)(=O)c3ccc(OC(F)(F)F)cc3)CC2)cc1	-11.2%	7.0%	0.2%	.	-8.2%	3.5	-17.9%	0.5%	-32.0%
COc1ccc(/C=N/OCC(=O)Nc2ccc3c(c2)OCO3)c(OC)c1	-11.1%	-8.9%	-17.1%	-0.9%	3.4%	-3.5	-1.9%	1.1%	-18.8%
Cc1cc(C(=O)COC(=O)Cc2ccc(Br)cc2)c(C)n1C	.	-7.5%	-7.6%	-6.4%	0.0%	-2.1	-8.1%	.	7.7%
CC1=C(c2ccc(C)c(C)c2)S(=O)(=O)N=C1N1CCC(C(=O)NCc2ccccc2C)CC1	-20.7%	0.0%	?	.	13.2%	-14.4	.	30.1%	-0.7%
O=c1c2cc3c(cc2n(Cc2ccc(Cl)cc2)c(=O)n1Cc1nc(-c2ccccc2)no1)OCO3	32.2%[activator]	?	-12.8%	.	0.7%	-0.5	-9.3%	-1.1%	19.1%
C/C=C/C(=O)N1CC2(CC(c3cccc(NC(=O)CC)c3)=NO2)C[C@H]1C(N)=O (some centres undefined)	-2.4%	-5.4%	-15.9%	-3.3%	5.5%	0.4	-6.1%	-28.5%	3.3%
NC(=O)c1cc(C(N)=O)nc(Cl)n1	3.4%	5.9%	12.3%	16.2%	-7.6%	-2.2	-7.9%	1.7%	-20.0%
COCCNc1sc(S(=O)(=O)c2ccc(C)cc2)nc1S(=O)(=O)c1ccc(C)cc1	-19.8%	-1.1%	-13.7%	.	-0.8%	2.6	-15.1%	9.5%	-1.8%
Cc1ccc(-c2nc3c4c(-c5ccccc5)c(-c5ccccc5)oc4ncn3n2)cc1	-6.7%	-5.9%	0.0%	.	0.5%	-8.3	-6.1%	6.0%	-15.1%
CCCN(CCC)CCCNC(=O)c1cc2c(-c3ccc(OC)c(OC)c3)nn(C)c2s1	-3.4%&6.3%	?	2.9%&-29.7%	-26.8%	-11.4%&-23.8%	5.9&0.6	?	39.8µM*	?
CCOc1ccc(NC(=O)CN(c2ccc(OCC)cc2)S(=O)(=O)c2c(C)[nH]c(=O)[nH]c2=O)cc1	-9.0%	1.7%	-14.5%	25.0%	6.5%	-0.7	-19.6%	9.1%	-8.8%
CS(=O)(=O)N1CCN(c2ccc(NC(=O)CSc3ccc(Cl)cc3)cc2)CC1	5.3%	-1.2%[60.1 µM]	11.1%	-5.7%	.	-13.6	-10.5%	18.2%	-4.5%

Copied from the list.
CC(Oc1ccc(F)cc1)C(=O)Nc1cc(S(=O)(=O)N2CCCCC2)ccc1N1CCOCC1 (centres undefined) – POLH inh = -2.4%
CCN(CC1COc2ccccc2O1)C(=O)CN1C(=O)NC(C)(c2ccccc2)C1=O (centres undefined) – RGS4 inh = -5.6%

(continued)
SMILES	Apoferritin bind	Pol kappa inh	ALOX12 inh	APE1 inh	ERG Ets-DNA blk	LDHA block	POLH inh	POLB inh	RGS4 inh
CCN(C(=O)CSc1nc2cc(Cl)ccc2c(=O)n1CC(C)C)C1CCS(=O)(=O)C1 (centres undefined)	.	-5.3%	9.1%	9.9%	-2.3%	-11.0	5.4%	.	2.8%
CCCCC1=CC2=CC(=O)C(C)(OC(=O)C3CCCC3)C(=O)C2=CO1 (centres undefined)	?	79.4µM*	15.8µM*	0.6%&-4.5%	35.9%[activator]	8.6	39.8µM*	-28.6%	-26.3%
COc1ccccc1Cn1c(C(C)C)nc2ccccc21	2.8%	-11.5%	?	-1.8%	5.6%	1.5	-6.9%	-6.7%	16.5%
C=CCn1cnc2scc(-c3ccccc3)c2c1=O	?	-13.4%	85.6%[activator]	-5.3%	-12.1%	-6.4	-17.2%	10.0%	-19.3%
CCOCCCNS(=O)(=O)c1ccc2c(c1)oc(=O)n2CC(=O)OCC	-8.5%	-3.3%	-3.6%	0.0%	-10.3%	-3.3	-9.1%	7.5%	4.9%
CCCn1c(SCC(=O)NCCc2ccccc2)nnc1-c1cccnc1	-8.4%	-2.5%	0.0%	0.6%	5.7%	-4.3	-5.2%	-1.5%	18.8%
O=C(Nc1nccs1)c1ccc(Br)o1	-0.9%	-0.9%[60.1 µM]	-5.6%	8.6%	.	-0.2	0.6%	-18.2%	-7.4%
CCOC(=O)c1cccc2c1N[C@@H](c1ccc(F)cc1)[C@H]1CC=C[C@@H]21	-15.1%	-12.8%	1.3%	.	-0.6%	-9.6	-10.6%	?	-10.9%
Cc1ccc(NC(=O)Cn2c(=O)c3cccn3c3ccccc32)cc1	-8.7%	9.7%	-15.4%	-19.7%	-3.5%	0.1	-9.0%	-0.7%	-9.3%
O=C(Cn1ccc(C(F)(F)F)n1)N/N=C/c1ccc2c(c1)OCO2	-21.7%	5.5%	-0.7%	14.8%	3.3%	1.1	-14.3%	2.1%[57.1 µM]	-11.1%
Cc1ccc(-c2csc(/C=C3\SC(C)C(=O)N3CC(=O)Nc3ccccc3F)n2)cc1 (centres undefined)	-9.1%	1.1%	0.0%	0.0%	-1.6%	-6.6	1.8%	16.4%	-38.8%
CC1CCCCC1NC(=O)C1CCN(C(=O)c2sccc2-n2cccc2)CC1 (centres undefined)	1.6%	1.5%	19.8%	?	-8.6%	1.4	-6.1%	-21.3%	0.1%

An excerpt, so the mix of outcomes need not match the whole.
